CAL PDZ FP-1 = inhibitors of human CAL PDZ peptide binding | Q9HD26 | purified CAL PDZ, TMR-peptide fluorescence polarization, 1 h | inhibition, % at 20 µM | actives 0.02% (n = 330,000) | AID 504414;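 active = highest replicate inhibition of at least 40%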;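 also: plate controls were DMSO neutral control wells for no effect and unlabeled competitor peptide control wells for full effect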
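System: purified tagged CAL PDZ domain construct (CerCALP). Schedule: 1 h incubation at room temperature before polarization reading. Medium: 25 mM sodium phosphate pH 7.4, 150 mM NaCl, TCEP, IgG, Thesit. Read-out: percent inhibition from loss of millipolarization. Measured by: FP readout, S and P plane fluorescence. Probe or stimulus: fluorescent TMR peptide probe.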
DAGLB inh = blocks human DAGLB lipase activity. AID 504411. inhibition, % at 5.17 µM. actives 0.059% (n = 340,000). HEK293T DAGLB membrane lysate, EnzChek fluorogenic substrate; in the data active = inhibition above about 34%;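 also: 0% = enzyme with vehicle and 100% = wells lacking enzyme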
Rtt109 Vps75 = blocks Candida albicans Rtt109/Vps75 acetyltransferase activity | Q5AAJ8 | purified Rtt109/Vps75, ThioGlo CoA-SH fluorescence, 4 h | inhibition, % at 34.9 µM | actives 0.16% (n = 330,000) | AID 540336;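 active = inhibition of at least 50% in every replicate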
Target sequence (Q5AAJ8 whole entry, looked up): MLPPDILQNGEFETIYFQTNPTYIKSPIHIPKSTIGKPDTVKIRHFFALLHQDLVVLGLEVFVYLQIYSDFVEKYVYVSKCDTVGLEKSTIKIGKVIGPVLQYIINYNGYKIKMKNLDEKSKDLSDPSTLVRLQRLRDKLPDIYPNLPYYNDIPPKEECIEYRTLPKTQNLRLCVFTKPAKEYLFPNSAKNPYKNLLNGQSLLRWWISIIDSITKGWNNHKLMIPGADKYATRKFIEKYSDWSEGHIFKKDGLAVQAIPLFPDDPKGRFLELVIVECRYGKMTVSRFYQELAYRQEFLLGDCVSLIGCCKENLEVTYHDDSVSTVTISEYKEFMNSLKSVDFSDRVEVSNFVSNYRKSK
PKA-R2B activ = activators of human PKA-R2B complex | P22694+P31323 | PKA-R2B holoenzyme dissociation, Cy5-IP20 fluorescence polarization; R2B truncated from residue 108, S112A mutant; 0% DMSO only, 100% 113 µM cGMP | activation, % at 11.4 µM | actives 0.079% (n = 340,000) | AID 504700;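 active = activation above a cutoff set at the mean over all compounds plus 3 SD, cut at about 18% in these data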;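 also: higher means more holoenzyme dissociation and a rise in polarization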
Target sequence (P31323 whole entry, looked up, other chains not shown, the tested form may be a part): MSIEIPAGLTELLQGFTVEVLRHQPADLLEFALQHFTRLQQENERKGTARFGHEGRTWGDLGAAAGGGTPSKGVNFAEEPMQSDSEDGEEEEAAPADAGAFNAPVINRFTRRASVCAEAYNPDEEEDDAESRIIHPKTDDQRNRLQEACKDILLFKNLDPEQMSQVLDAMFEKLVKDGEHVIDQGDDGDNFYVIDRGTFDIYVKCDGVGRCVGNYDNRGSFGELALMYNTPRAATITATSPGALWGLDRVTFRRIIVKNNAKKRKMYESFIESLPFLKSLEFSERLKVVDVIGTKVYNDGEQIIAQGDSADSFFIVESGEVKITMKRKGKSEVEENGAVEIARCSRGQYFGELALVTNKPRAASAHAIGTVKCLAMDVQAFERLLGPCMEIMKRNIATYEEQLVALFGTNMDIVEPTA
cardiac RTF act = cardiac RTF calcium sensitization; AID 493008; actives 0.24% (n = 340,000); activation, % at 7.2 µM; P19429+P45379; IANBD-labeled TnC RTF fluorescence at EC20 calcium; 0% EC20 calcium, 100% full calcium;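 active = activation above the mean over all tested compounds plus 3 SD, cut at about 30% in these data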;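 also: rise in fluorescence read as greater calcium sensitivity of cardiac thin filaments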
C-LANA FP = blocks KSHV LANA C-terminal domain binding to DNA. MBP-C-LANA/FAM-LBS DNA binding, fluorescence polarization. actives 0.078% (n = 340,000). inhibition, % at 9 µM;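 active = highest replicate inhibition at or above 60% at 9 µM, even if other replicates fall short; inactive = all replicates below 60% inhibition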;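 also: 0% = neutral control wells and 100% = 4 µM acridine orange control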
SR-BI DiI-HDL act = activators of SR-BI mediated HDL lipid uptake | CHO ldlA[mSR-BI] cells, DiI-HDL uptake fluorescence, 3 h; 100 = double the neutral-control signal | actives 0.096% (n = 320,000) | activation, % at 12.5 µM;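 active = mean replicate activation of at least 60% and every replicate at or above 60%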;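 also: 0% = median plate neutral-control signal and 100% = twice that signal; values of inactives mirror those of a sister screen read the other way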
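system = CHO ldlA[mSR-BI] cells, LDL receptor-null, SR-BI overexpressing | medium = Ham's F12 with 0.5% BSA, HEPES 25 mM, pH 7.4 | probe or stimulus = DiI-HDL 10 µg/mL | compound dosing = single-point compound dose | incubation = compound exposure 3 h, 37 °C | technique = DiI fluorescence, bottom read | read-out = cell-associated DiI fluorescence as measure of HDL uptake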
Cardiac RTF inh = cardiac RTF calcium desensitization | IANBD-labeled cardiac RTF, Ca2+ fluorescence | inhibition, % at 7.15 µM | actives 0.12% (n = 340,000);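 active = inhibition above the mean inhibition of all tested compounds plus 3 SD, cut at about 17% in these data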;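 also: assay run at fixed EC70 calcium of 1.6 mM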
CAL PDZ FP-2 = CAL PDZ (human) peptide binding inhibition; Q9HD26; purified CAL PDZ, TMR-peptide fluorescence polarization, 1 h; inhibition, % at 24.9 µM; actives 0.92% (n = 300,000); AID 602252;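 active = mean inhibition of at least 30% with at least half of replicates also reaching 30%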;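 also: 0% = DMSO neutral control and 100% = excess unlabeled competitor peptide PRC23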
Keap1 Nrf2 FP = disrupts human Keap1 binding to Nrf2 peptide; Q14145; Keap1 Kelch-Nrf2 peptide fluorescence polarization, 1536-well; inhibition, % at 9.4 µM; actives 0.15% (n = 340,000); in the data active = inhibition above about 12%;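 also: human Keap1 Kelch domain with fluorescein labeled Nrf2 9mer peptide probe; 0% = neutral control wells and 100% = peptide positive control; higher means more block of Keap1 binding to Nrf2 peptide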
Active calls of the source: *; nt = not tested or not shown.

Results follow in this order: CAL PDZ FP-1	DAGLB inh	Rtt109 Vps75	PKA-R2B activ	cardiac RTF act	C-LANA FP	SR-BI DiI-HDL act	Cardiac RTF inh	CAL PDZ FP-2	Keap1 Nrf2 FP
(1) CCCCCC(C)n1[nH]c(=O)cc1N (centres undefined)
→ -0.1	2	6	-8	-2	-1.4	-7	7	0	1
(2) NC(=O)Cn1cc(/C=N\NS(=O)(=O)c2ccc(F)cc2)c2ccccc21
→ 0.2	5	-2	0	-5	-1.2	17	-7	35*	3
(3) CCOC(=O)COc1cc(OCC(=O)OCC)c2c(=O)cc(-c3ccccc3)oc2c1
→ -2.5	-4	-4	-10	-3	-0.4	5	-1	-3	-2
(4) COc1ccccc1C/C(N)=N/OC(=O)COc1cccc(C)c1C
→ -1.0	-14	7	-6	-3	-1.6	-15	19*	-1	-2
(5) O=C(CN1c2ccccc2Sc2ccccc21)NNC(=S)Nc1ccc(Cl)cc1Cl
→ 0.0	15	-45	-8	12	0.8	-76	-3	-2	-3
(6) O=C(CSc1ccc2c(c1)OCCO2)Nc1cccc(S(=O)(=O)N2CCCCC2)c1
→ 0.1	-1	4	-3	1	0.8	-1	-1	-1	1
(7) Cc1ccc(C)c(NS(=O)(=O)c2cc(C(=O)Nc3ccccc3-c3ccccc3)ccc2Cl)c1
→ -0.2	-4	-7	-17	0	0.6	-2	-13	2	2
(8) COC(=O)c1ccc(OC(=O)c2cccnc2SC)cc1
→ 0.3	-5	-4	2	-4	-1.2	nt	-6	nt	1
(9) O=Cc1c(OCc2ccccc2)ccc2ccccc12
→ -2.9	-9	-2	4	3	-0.4	-35	-10	-4	-7
(10) CN(C)CCn1c2c(c(SCC(=O)Nc3cccc(C(F)(F)F)c3)nc1=O)CCCC2
→ -1.8	2	2	3	-4	0.7	23	-26	4	0
(11) O=C(c1c(Cl)nc2sccn12)N(C(=O)c1c(Cl)nc2sccn12)c1ccc(Cl)cn1
→ -0.7	1	8	-12	0	2.1	0	-5	-3	0
(12) Cc1cccc(NC(=S)N(C)Cc2cn(C)c3ccccc23)c1
→ 0.3	-4	-12	5	-11	-1.1	-16	-13	-4	-4
(13) O=C(NCC1CCCO1)c1cc(S(=O)(=O)N2CCCC2)c(Cl)cc1Cl (centres undefined)
→ -0.1	-1	-6	-3	7	-2.8	-16	-4	-1	0
(14) Cc1cccc(OCC(=O)Nc2ccc3c(c2)OCCO3)c1
→ -3.2	-10	-7	7	-3	0.3	11	-11	0	-2
(15) COc1ccc(CC(=O)OCC(=O)NCC2CCCO2)cc1OC (centres undefined)
→ 0.1	-3	4	-2	-2	-1.0	17	2	1	3
(16) Cc1cccc(NC2CNC(=O)NC2=O)c1 (centres undefined)
→ -0.9	1	1	5	4	-0.6	-4	-5	0	-2
(17) COc1ccc(OC)c(NC(=O)C2CCCN(S(=O)(=O)c3cccc4cccnc34)C2)c1 (centres undefined)
→ 0.1	2	17	0	1	-6.4	-9	-1	nt	0
(18) O=S(=O)(NC1CC1)c1ccc(S(=O)(=O)N2CCC3(CC2)OCCO3)cc1
→ -1.7	-1	-12	1	5	2.9	-3	-10	-13	3
(19) CC(C)(C)OC(=O)N1Cc2ccccc2C[C@H]1C(=O)N1CCC[C@H]1C(=O)O
→ 0.8	-4	5	-9	1	5.1	13	-4	0	-3
(20) O=C(C1CCN(c2nc(-c3ccccc3)nc3c2CCC3)CC1)N1CCC(O)CC1
→ -2.6	1	8	2	-5	-1.1	-37	-1	-4	-1
(21) O=C(N/N=C1\CCc2ccccc21)c1ccccc1O
→ -0.3	-5	6	-4	4	0.0	2	8	11	-6
(22) Cc1ccc(C)c(N2CCN(c3ccc([N+](=O)[O-])cn3)CC2)c1
→ 0.8	-8	-3	12	-2	2.1	-15	-2	0	5
(23) S=c1[nH]nc(-c2ccc(Cl)cc2)n1/N=C/c1ccco1
→ -0.5	0	5	-10	-7	-0.4	-9	-1	-4	0
(24) CC1CCN(S(=O)(=O)c2cccc(C(=O)NCc3cccs3)c2)CC1
→ -1.9	3	9	5	-6	-0.6	-13	3	-5	2
(25) CSC1=NC(C)(C)C=C(/C=C/c2ccc(Cl)cc2Cl)N1
→ -0.3	-3	2	-1	-1	0.0	-36	4	5	-6
(26) Cc1ccc(C(C(=O)NCc2ccccc2)N(Cc2cccs2)C(=O)c2ccc3c(c2)OCCO3)cc1 (centres undefined)
→ 0.5	-2	3	-9	-7	-0.5	-28	-20	-6	0
(27) O=C(CNC(=O)c1ccco1)NCC(=O)OCc1ccc(F)cc1
→ 0.0	1	-7	0	-3	-1.8	15	-18	-4	3
(28) NC(=O)C1(N2CCCCC2)CCN(CC(=O)Nc2ccccc2-c2ccccc2)CC1
→ -3.7	1	8	-1	13	-1.4	27	2	0	-3
(29) Cc1cccc(NC(=O)c2c(O)c3ccccc3[nH]c2=O)c1
→ -1.8	-2	12	-8	5	0.1	4	-7	-4	-7
(30) Cc1cc(C)c(C(=O)COC(=O)c2cc([N+](=O)[O-])ccc2N2CCOCC2)cc1C
→ -0.8	-1	-7	-3	3	-1.6	-79	-1	-1	-4

Next section; it opens with the 4 that closed the last part.
Results follow in this order: CAL PDZ FP-1	DAGLB inh	Rtt109 Vps75	PKA-R2B activ	cardiac RTF act	C-LANA FP	SR-BI DiI-HDL act	Cardiac RTF inh	CAL PDZ FP-2	Keap1 Nrf2 FP
(27) O=C(CNC(=O)c1ccco1)NCC(=O)OCc1ccc(F)cc1
→ 0.0	1	-7	0	-3	-1.8	15	-18	-4	3
(28) NC(=O)C1(N2CCCCC2)CCN(CC(=O)Nc2ccccc2-c2ccccc2)CC1
→ -3.7	1	8	-1	13	-1.4	27	2	0	-3
(29) Cc1cccc(NC(=O)c2c(O)c3ccccc3[nH]c2=O)c1
→ -1.8	-2	12	-8	5	0.1	4	-7	-4	-7
(30) Cc1cc(C)c(C(=O)COC(=O)c2cc([N+](=O)[O-])ccc2N2CCOCC2)cc1C
→ -0.8	-1	-7	-3	3	-1.6	-79	-1	-1	-4
(31) O=C(Nc1cc(Cl)ccc1O)c1cc(-c2ccco2)on1
→ 0.3	-1	-1	3	1	-2.2	-16	-20	-4	-2
(32) COc1ccc(NS(=O)(=O)c2cccc(C(=O)NC3CCC(O)CC3)c2)cc1 (centres undefined)
→ -1.9	-1	-2	-12	2	2.1	-5	-8	-2	-6
(33) Cc1cc(NC(=O)c2ccccc2)nc2c1c(=O)oc1ccccc12
→ -1.8	1	10	-2	8	0.1	6	-5	nt	-2
(34) Cc1onc(-c2c(Cl)cccc2Cl)c1C(=O)NCc1ccc(S(N)(=O)=O)cc1
→ -3.2	0	-1	-5	9	-0.2	-1	2	-18	-5
(35) Cc1ccc(S(=O)(=O)Oc2ccc3ccc(O)cc3c2)cc1
→ 0.3	-1	9	-10	-2	-0.5	-2	2	-5	-1
(36) O=C(NCCCn1ccnc1)/C(=C/c1ccc(F)cc1)NC(=O)c1ccccc1
→ -0.5	-3	-6	-2	-3	-2.0	nt	7	-2	-4
(37) COc1cccc(-c2noc(C3CCCN(C(=O)c4cccc(F)c4)C3)n2)c1 (centres undefined)
→ -0.8	-3	2	-2	-1	0.6	5	-2	0	-2
(38) O=C(Nc1ccc(-c2nc3ccccc3s2)cc1)C1=COCCO1
→ 0.9	-1	-16	-11	13	-1.7	-15	-2	5	1
(39) O=C(NC1CCCCCC1)C1c2ccccc2C(=O)N1Cc1cccnc1 (centres undefined)
→ -0.1	0	-5	3	-1	0.4	33	-8	nt	-6
(40) O=C(CSc1nnc2ccc(-c3ccncc3)nn12)c1cccs1
→ -3.4	2	-29	2	-3	-1.1	3	-7	-6	1
(41) COC(=O)C1CN(C(=O)C(C)Oc2ccc(C)c(C)c2)c2ccccc2O1 (centres undefined)
→ -1.4	-5	nt	0	6	0.1	11	-6	0	-1
(42) CC(C)Oc1cccc(C(=O)C2CCCN(Cc3ccc4nonc4c3)C2)c1 (centres undefined)
→ -2.3	-10	-2	-4	4	1.2	10	-1	1	-5
(43) CCc1ccccc1NC(=S)NCc1cccn1C
→ -1.7	2	-4	-7	18	1.9	-19	5	-1	-1
(44) CCOC(=O)C1CCN(C(=O)c2ccc3c(=O)n4nc(Nc5cc(C)ccc5C)sc4nc3c2)CC1
→ 0.5	2	4	-2	2	0.9	-6	-3	nt	-3
(45) Cc1cccc(C)c1NC(=O)CN1C(=O)C2CC=CCC2C1=O (centres undefined)
→ 0.5	2	0	-5	0	-0.3	9	-11	-1	-2
(46) CCCCN=C1NC(=O)C(CC(=O)NCCc2ccc(OC)cc2)S1 (centres undefined)
→ -2.2	-2	-3	-5	1	-0.8	-18	-3	-1	-4
(47) CC(C)CNc1nc(S(=O)(=O)c2ccccc2)c(Cl)s1
→ -2.1	0	-4	2	2	1.8	0	1	-4	-3
(48) C=CCc1cc(Cl)ccc1OCCNCCN1CCOCC1
→ -1.0	0	0	-5	2	1.4	4	-13	-8	6
(49) Cc1c(Cl)cn2c(=O)cc(CN3CCN(c4ccccc4)CC3)nc2c1Cl
→ -1.5	2	7	-2	-3	-1.8	1	-1	1	-2
(50) c1ccc(-c2noc(-c3ccco3)n2)nc1
→ -1.8	-1	2	-5	5	0.1	-4	-7	-5	-3
(51) CCOC(=O)C1=C(C)N=c2s/c(=C/c3cccc([N+](=O)[O-])c3O)c(=O)n2C1c1cc(OC)c(OC)c(OC)c1 (centres undefined)
→ nt	8	-2	-7	-4	2.6	4	3	0	-2
(52) CC(=O)c1ccc(NC(=O)N[C@@H](Cc2ccccc2)C(=O)O)cc1
→ -3.7	1	2	-8	8	2.3	-4	-10	-2	-4
(53) CCOc1ccc(N2C(=O)CSC2=NC#N)cc1
→ -0.2	-4	-1	-6	-1	1.7	13	-2	-4	-2
(54) Cc1ccccc1NC(=S)N(CCN(C)C)C(C)c1ccco1 (centres undefined)
→ -0.3	0	-6	1	1	-0.6	-1	-6	1	4
(55) CCCC12CN3CC(C)(CN(C1)C31C(=O)Nc3ccc(C)cc31)C2=O (centres undefined)
→ -1.8	0	-1	0	-3	-1.0	27	3	-7	0
(56) O=C1CCCC(O)=C1N=Nc1ccc2c(c1)OCO2
→ -2.0	2	5	-11	-4	-4.6	26	-2	-3	-10
(57) CNC(=O)c1c(NC(=O)C(C)C)sc2c1CCC2
→ 1.4	1	0	-3	-2	-1.7	13	8	-5	-2
(58) COc1cccc(OC2OC3COC(C)(C)OC3C(O)C2NC(C)=O)c1 (centres undefined)
→ -1.2	-1	1	-8	1	-2.1	nt	-14	-2	-5
(59) O=C(NCc1ccco1)c1cc(C(=O)C2CC2)c[nH]1
→ -0.5	-1	0	-4	0	0.6	40	-1	-3	1
(60) CC(C)(CN1CCN(Cc2ccccc2)CC1)NS(=O)(=O)c1ccccc1
→ 1.6	-4	-1	10	3	0.5	2	-10	-1	-1
(61) CSc1ccn(CCC(=O)O)c(=O)n1
→ 0.4	-1	3	-14	-1	0.3	14	-7	nt	-1
